Bioassay records deposited in PubChem BioAssay by National Center for Advancing Translational Sciences (NCATS).
PKM2 activator: PKM2 (human) enzyme activation; purified PKM2, Kinase-Glo ATP luminescence, activation; response scale: 0% is enzyme alone, no compound; P14618; Potency, µM (titrated, usually from 57.5 µM), without a hit: at the top dose activation, usual class: activators; hit rate 0.34% among 260,000; further: potency means the concentration at half of the fitted maximal effect; on the % scale 0 is the no-effect control and ±100 the full control effect; nearly all actives have a fitted effect of over 55% in size
Target sequence (P14618 whole entry, looked up): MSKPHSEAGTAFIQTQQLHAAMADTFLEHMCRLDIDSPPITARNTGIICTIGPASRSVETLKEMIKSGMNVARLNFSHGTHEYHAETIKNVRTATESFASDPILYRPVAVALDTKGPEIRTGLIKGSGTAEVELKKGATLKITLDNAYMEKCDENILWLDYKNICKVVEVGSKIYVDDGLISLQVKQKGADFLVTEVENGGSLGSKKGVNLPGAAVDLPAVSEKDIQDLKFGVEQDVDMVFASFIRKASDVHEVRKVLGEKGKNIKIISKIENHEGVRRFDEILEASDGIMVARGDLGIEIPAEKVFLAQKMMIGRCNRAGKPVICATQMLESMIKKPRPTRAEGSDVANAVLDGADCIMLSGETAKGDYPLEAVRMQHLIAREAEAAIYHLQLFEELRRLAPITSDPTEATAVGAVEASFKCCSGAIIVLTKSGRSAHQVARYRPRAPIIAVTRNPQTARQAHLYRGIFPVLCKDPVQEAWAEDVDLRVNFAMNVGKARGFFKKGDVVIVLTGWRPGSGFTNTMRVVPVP
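ATP formation by purified human PK-M2, quantified via coupled luciferase luminescence after 1 h at room temperature with 0.1 mM ADP and 0.5 mM PEP final.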
VP16 counter: Gal4-VP16 reporter inhibition counter-screen; hit rate 3.5% among 310,000; Potency, µM (top dose mostly 53.6 µM), inactives show top-dose activity, negative = inhibition, actives largely listed as inhibitors; Drosophila S2 Gal4-VP16 UAS-luciferase, luminescence, 20 h;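 further: Gal4-VP16 expression switched on by copper sulfate through the metallothionein promoter; potency means the concentration at half of the fitted maximal effect; on the % scale 0 is the no-effect control and ±100 the full control effect; nearly all actives have a fitted effect of over 50% in size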
Menin MLL FP TR: displaces Texas Red mutant MLL peptide from human menin | Menin + Texas Red MLL mutant peptide, fluorescence polarization | Potency, µM (series often up to 61.6 µM), without a hit: at the top dose FP activity change, negative = inhibition, most hits filed as inhibitors | hit rate 0.23% among 270,000 | O00255 | AID 1768; active means well fitted inhibition curve with a large enough effect in the polarisation, with a control signal flat, not every such curve was filed as active; inconclusive means small, poorly fitted or top-dose-only effect, or effect the other way, or a change in a side signal; inactive means no such curve, though single readings can be large or run the other way; the % refers to the polarisation; further: potency means the concentration at half of the fitted maximal effect; % of control where 0% means no effect; many of its hits are not listed in these tables
Target sequence (O00255 whole entry, looked up): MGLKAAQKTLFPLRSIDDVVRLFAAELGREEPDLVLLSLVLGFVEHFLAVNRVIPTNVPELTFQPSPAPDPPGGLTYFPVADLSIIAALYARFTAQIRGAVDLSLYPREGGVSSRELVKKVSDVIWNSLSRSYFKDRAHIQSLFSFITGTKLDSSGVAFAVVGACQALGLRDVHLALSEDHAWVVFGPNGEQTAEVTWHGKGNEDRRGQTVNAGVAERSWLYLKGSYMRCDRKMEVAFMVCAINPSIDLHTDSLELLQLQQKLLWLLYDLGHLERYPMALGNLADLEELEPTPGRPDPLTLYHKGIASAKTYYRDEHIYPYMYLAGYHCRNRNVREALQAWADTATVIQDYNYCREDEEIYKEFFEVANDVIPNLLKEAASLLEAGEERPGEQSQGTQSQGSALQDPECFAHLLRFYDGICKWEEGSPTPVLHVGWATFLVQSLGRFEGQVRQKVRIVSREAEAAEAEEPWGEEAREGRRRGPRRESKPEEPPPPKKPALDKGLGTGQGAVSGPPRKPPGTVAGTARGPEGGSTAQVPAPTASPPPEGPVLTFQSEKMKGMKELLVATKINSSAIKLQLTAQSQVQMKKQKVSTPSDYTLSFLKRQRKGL
NPC1 prom act: NPC1 promoter activation | Huh7 NPC1 promoter luciferase reporter, 24 h | Potency, µM (highest dose often 9.22 µM), without a hit: at the top dose activation, actives largely listed as activators | hit rate 2.4% among 320,000 | AID 485313;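 further: potency means the concentration at half of the fitted maximal effect; % of control where 0% means no effect; nearly all actives have a fitted effect of over 60% in size; reporter is driven by a mutant NPC1 promoter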
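Huh7 reporter cells (NPC1 promoter driving luciferase) are dosed with compound for 24 h at 37 °C, 5% CO2; luciferase detection reagent is then added and luminescence measured after 10 min at ambient temperature.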
p53 reactivation: restores transcriptional activity of mutant p53. H1299 p53-A138V BP100-luciferase reporter, luminescence, 24 h. AID 504706. Potency, µM (doses to about 92.2 µM), without a hit: top-dose activity change, positive = activation, actives largely listed as activators. hit rate 0.063% among 320,000; further: potency means the concentration at half of the fitted maximal effect; % of control where 0% means no effect; nearly all actives have a fitted effect of over 45% in size
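p53-null H1299 cells stably carrying temperature-sensitive p53-A138V and a BP100-luciferase reporter were pinned with compounds (4-point, 1:5 series) and held 24 hrs at 37 deg C. Luminescence was read 10 min after detection reagent.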
Giardia killer: kills Giardia lamblia. Giardia lamblia trophozoite viability. activity change, % at 7.66 µM, hits read low. hit rate 0.15% among 340,000; in the data active means activity change below about -80%; inconclusive means between about -30% and that limit;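 further: parasites exposed to compound for two days anaerobically before the ATP read; on the % scale 0 is the no-effect control and ±100 the full control effect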
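Luminescence from cellular ATP indicates surviving trophozoites (100 cells/well) following 48 hrs anaerobic compound treatment at 37 deg C; signal develops 15-30 min at room temperature.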
RORgamma inh: inhibitors of mouse ROR gamma transcriptional activity; Potency, µM (top dose mostly 53.6 µM), inactives show at the top dose activity change, negative = inhibition, hits mostly inhibitors; Drosophila S2 Gal4-RORgamma UAS-luciferase reporter, 20 h; AID 2551; hit rate 5.4% among 310,000; P51450; further: potency means the concentration at half of the fitted maximal effect; on the % scale 0 is the no-effect control and ±100 the full control effect; nearly all actives have a fitted effect of over 60% in size
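Stable Schneider cell line, Gal4 DNA-binding domain fused to ROR gamma, UAS-luciferase. Cmpd 1 hr RT → CuSO4 700 uM final → 20 hr RT → luciferase reagent 10 min → luminescence.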
FLuc counter: inhibits or activates purified firefly luciferase, miR-21 counter-screen; purified FLuc, Km substrates, luminescence inhibition; Potency, µM (titrated, usually from 57.5 µM), for inactives: at the top dose activity change, negative = inhibition, actives largely listed as inhibitors; hit rate 6.9% among 360,000;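 further: potency means the concentration at half of the fitted maximal effect; plate controls were vehicle for no effect and reference inhibitor for full effect; nearly all actives have a fitted effect of over 55% in size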
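Purified P. pyralis luciferase (10nM final) with 10uM D-luciferin and 10uM ATP (Km levels) in 50mM Tris acetate pH 7.5, 10mM Mg acetate, 0.01% Tween-20, 0.05% BSA; qHTS 6-point titration, ~60 µM downward; luminescence read.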
Rab9 prom act: Rab9 promoter activation; AID 485297; hit rate 2.8% among 320,000; Potency, µM (doses to about 9.22 µM), for inactives: top-dose activation, negative = inhibition, hits mostly activators; Huh7 Rab9 promoter-luciferase reporter, luminescence, 24 h; further: potency means the concentration at half of the fitted maximal effect; % of control where 0% means no effect; nearly all actives have a fitted effect of over 60% in size
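Quantitative HTS format; Huh7 Rab9-luciferase reporter cells (1500/well) receive compound 2 h post-plating, incubate 24 h at 37 °C, then get luciferase reagent for 10 min before luminescence reading.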
BRCA1 expr up: increases BRCA1 expression | MCF7-BRCA1-FFLuc reporter, luminescence, 48 h; response scale: scaled: vehicle 0%, 10 µM genistein 100% | Potency, µM (doses to about 46.1 µM), for the others: at the top dose activation, usual class: activators | hit rate 1.1% among 380,000; further: potency means the concentration at half of the fitted maximal effect; nearly all actives have a fitted effect of over 80% in size; some results filed as inactive show a strong effect at the top dose
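Cells: MCF7-BRCA1-FFLuc, 2000/well. Exposure: 48 h, 37 °C, 5% CO2. Read: luminescence, 15 min post-substrate. Controls: genistein 10 microM (maximal activation), DMSO (neutral).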
ELG1 genotox: genotoxicity induction in ELG1-luciferase HEK293T cells | Potency, µM (highest dose often 46 µM), for the others: at the highest dose activity change, positive = activation, actives largely listed as activators | HEK293T ELG1-luciferase reporter, luminescence, 16 h | hit rate 1.3% among 330,000; further: potency means the concentration at half of the fitted maximal effect; % of control where 0% means no effect; nearly all actives have a fitted effect of over 60% in size
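Quantitative HTS format in 1536-well plates. HEK293T ELG1-luciferase reporter cells receive test compound and are incubated 16 hr at 37 °C, 5% CO2; ONE-Glo added, 30 min room temperature, then luminescence read.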
Numbers without * were called inactive; ? = inconclusive; / = not tested or not shown; [ ] = dose if it differs, or a comment. Unless noted, the call rests on the fitted dose curve; in most records, active means well fitted curve in the direction sought with a large enough effect; inconclusive means small, poorly fitted or top-dose-only effect, or another doubt; inactive means no such curve, though single readings can be large; an effect the other way counts as inactive or inconclusive. Not all compounds are listed, so the mix of outcomes need not match the whole.

smiles | p53 reactivation | Giardia killer | NPC1 prom act | RORgamma inh | FLuc counter | Rab9 prom act | ELG1 genotox | BRCA1 expr up | VP16 counter | Menin MLL FP TR | PKM2 activator
CCOC(=O)N(c1ccccc1)P1(=S)OCCO1 | -1% | 5 | -4% | 15% | -4% | 0% | 0% | -1% | -9% | 14% | 4%
CN1CCN(c2ccc(C(N)=O)cc2N)CC1 | 1% | 4 | 10% | 3% | -6% | -1% | -2% | 1% | 3% | -2% | 5%
COC(=O)C1=C(c2ccc(OC(F)(F)F)cc2)C[C@@H]2CC[C@H]1N2C(=O)NCCCOC(C)C | -2% | -20 | 1% | / | -3% | -2% | -1% | / | / | / | /
O=c1c2ccccc2nc(CN2CCCCCC2)n1-c1ccc(F)cc1 | -2% | 10 | -1% | 16% | 0% | 0% | 0% | 5% | ? | 18µM* | 8%
CC(=O)Nc1cc(Cl)c(N=Cc2ccc(O)cc2O)cc1Cl | -4% | -13 | 3% | -2% | 5% | 0% | 3% | 2% | -2% | ? | 12%
C/C(CC(c1ccccc1)c1c(O)c2ccccc2oc1=O)=N\Nc1ccc([N+](=O)[O-])cc1[N+](=O)[O-] (stereo not drawn) | -3% | 28 | 1% | ? | -2% | -2% | -1% | 2% | 0% | / | 5%
O=C1N=c2ccccc2=C/C1=C\c1c(O)[nH]c(=S)[nH]c1=O | 22% | 3 | -3% | -2% | -20% | 0% | 3% | -26% | -8% | 12% | 7%
COc1c(C)cc(C(=O)C2CCCN(C3CCOCC3)C2)cc1C (stereo not drawn) | -1% | -6 | 1% | -6% | 7% | -16% | 6% | 26% | 1% | 0% | ?
C=CCn1c(O)c(C(CC)=NCCCO)c(=O)[nH]c1=O | 0% | 6 | 15% | 15% | 4% | 3% | 0% | 30% | 0% | -4% | -3%
CCOC(=O)c1c(C)n(Cc2ccccc2)c2ccc(OCC(O)CN3C(=O)CNC3=O)cc12 (stereo not drawn) | -5% | -7 | -1% | 7% | 1% | -2% | 0% | -25% | -4% | -1% | -1%
COc1ccc(-n2c(/C=C3\C(=O)Nc4ccccc43)nc3ccccc3c2=O)cc1 | 2% | 9 | -4% | -1% | -3% | -2% | 0% | -13% | 1% | 0% | -1%
CC(=O)N1CCC2(CC1)CC(=O)c1cc(OCC(=O)N3CCN(C)CC3)ccc1O2 | -4% | -9 | -1% | -8% | 2% | 7% | -1% | 4% | -3% | 24% | -2%
CC(=O)N1CCCSC1=Nc1ccccc1 | 3% | -18 | 0% | -7% | -1% | 0% | -1% | -11% | 6% | -15% | 0%
CCCCCCn1c(=O)c(C(=O)Nc2cccc(C)n2)c(O)c2ccccc21 | 9% | -14 | 6% | 29%[1.91 µM] | -5% | 3% | 13% | 11% | -1% | -26% | -2%
CC(C)NC(C)C(=O)c1ccc2ccccc2c1 (stereo not drawn) | 0% | 1 | 2% | 3% | -1% | -5% | 2% | -2% | -4% | 10% | -22%
Cc1cc(OCC(=O)NCC2CCC(C(=O)O)CC2)c2c3c(c(=O)oc2c1)CCC3 (stereo not drawn) | / | -11 | -2% | -1% | 7% | 2% | -1% | -4% | -3% | 8% | -4%
O=C(CN1CCCCC1)c1ccc2c(c1)OCO2 | 4% | 0 | 9% | 1% | 1% | 14% | 0% | 14% | 4% | / | -1%
CCOC(=O)c1c(/N=C/C2C(=O)NC(=S)NC2=O)sc(C)c1C | 12% | / | -1% | -10% | -2% | -26% | 1% | / | -8% | 3% | -19%
COc1ccc(-c2[nH]ncc2CNC(C)Cc2cccc(C)n2)cc1F (stereo not drawn) | -2% | 8 | 0% | ? | 1% | 8% | 0% | -8% | -4% | ? | -9%
Nc1c(C(=O)NCCN2CCOCC2)c2nc3ccccc3nc2n1Cc1ccccc1 | -5% | -17 | -6% | -1% | 0% | -13% | -4% | -11% | -13% | / | -5%
Fc1ccc(N2CCN(Cc3cc4c(cc3Br)OCO4)CC2)cc1 | / | 12 | -3% | 2% | 0% | 10% | 11% | -26% | 0% | -7% | 9%
OCC#CC[N+]1(CC#Cc2ccccc2)CCOCC1 | 2% | 5 | 4% | -3% | -1% | 10% | ? | -21% | 10% | -7% | -1%
C#C[C@@]1(O)CCC2C3CCC4=C/C(=N/OCC(=O)NC(C(=O)NC(CC(C)C)C(=O)O)C(C)C)CC[C@]4(C)C3CC[C@@]21C (stereo partly drawn) | 6% | 4 | -1% | -9% | 2% | -13% | 2% | 11% | -13% | 5% | /
C[N+](C)(C)CCc1ccc(O)cc1 | -4% | -9 | 1% | 4% | 3% | 15% | -1% | 6% | -1% | -8% | -60%
C/C(=N\NC(=O)c1ccncc1)c1c(O)n(-c2ccccc2)c(=O)[nH]c1=O | 1% | -9 | -2% | -23% | -3% | -5% | -3% | -3% | -8% | / | 1%
N#Cc1ccccc1Cn1cc(C(=O)c2ccccc2F)c2ccccc21 | -5% | 5 | -1% | 6% | -2% | -1% | -3% | -31% | -17% | 8% | 11%
CN1CCN(/N=C/c2c(O)n(Cc3ccc(F)cc3)c(=O)[nH]c2=O)CC1 | -3% | 11 | -5% | 19% | -1% | -5% | -4% | 24% | -3% | / | -2%
O=C(c1cc(-c2cccnc2)nc2ccc(Cl)cc12)N1CCC2(CC1)OCCO2 | -10% | -9 | -8% | 1% | ? | -6% | -22% | -4% | -7% | -1% | -6%
CCCCN1CCC(O)(c2ccccc2)C(C(=O)c2ccccc2)C1 (stereo not drawn) | 0% | 6 | -1% | ? | 1% | -10% | 5% | -20% | ? | -15% | -3%
CC(=O)Nc1cc(C(=O)N2CCC3(CC2)OCCO3)ccc1S(=O)(=O)c1ccc(Cl)cc1 | -2% | -1 | -4% | 14% | 3% | 3% | -3% | 2% | 21% | -7% | -2%
O=C(Cc1ccccc1)OCn1nnc2ccccc2c1=O | 0% | -5 | -4% | -29% | -1% | 3% | 3% | 0% | 3% | 1% | 7%
Cc1cnc[nH]1 | 5% | 0 | -2% | 2% | -2% | -2% | 1% | 2% | 9% | / | /
c1ccc2oc(N3CCNCC3)nc2c1 | 4% | 2 | 0% | 13% | 1% | -9% | -7% | -4% | -5% | 0% | 4%
CC(C)n1cc(C(=O)N(CC(=O)NC2CCCC2)Cc2ccccc2)cn1 | 2% | 30[activator] | 3% | 19% | -2% | 5% | -2% | 1% | 3% | 4% | -6%
Cn1c(O)c(C(=NCCc2c[nH]c3ccccc23)c2ccccc2)c(=O)n(C)c1=O | -2% | -29 | -5% | ? | -2% | -8% | -14% | -15% | -13% | 1% | 3%
CN1CCC(N(C)c2nc(-c3ccccc3)nc3ccccc23)CC1 | -7% | 20 | -3% | -15% | 3% | -3% | 4% | -38% | -8% | -3% | -2%
O=c1[nH]c(=O)n(Cc2ccc(F)cc2)c(O)c1C=NCCCn1ccnc1 | -3% | 10 | -1% | 14% | 0% | 13% | 3% | -3% | 0% | -2% | -1%
CCOC(=O)c1c(/N=C/C2C(=O)NC(=S)NC2=O)sc2c1CCC2 | -6% | -4 | -14% | 15% | -3% | -3% | 11% | -5% | -2% | 1% | 11%
CC(C)c1ccc(N=Cc2c(O)n(C3CC3)c(=S)[nH]c2=O)cc1 | 0% | -2 | 1% | -9% | ? | -4% | ? | -26% | -10% | / | 1%
CCC(C)n1c(O)c(/C=N/Nc2ccccc2)c(=O)[nH]c1=S (stereo not drawn) | 2% | 5 | 3% | 14µM* | -15% | -3% | 1% | -13% | 6.3µM* | -23% | 0%
O=C(C1CC(=O)N(C2CCCCC2)C1)N1CCC2(CC1)OCCO2 (stereo not drawn) | ? | 11 | -3% | -12% | -3% | 16% | 2% | 22% | -11% | -13% | 0%
CCCCP(=O)(O)c1ccccc1 | -4% | -7 | 0% | -6% | 1% | 0% | 0% | 11% | -3% | -2% | -5%
Cc1cc(C)[n+](CCCC[n+]2c(C)cc(C)cc2C)c(C)c1 | 9% | 15 | 1% | / | 0% | 0% | 3% | 8% | / | / | /
CC1(C)CC(CCNCc2ccc3c(c2)OCO3)(Cc2ccccc2)CCO1 (stereo not drawn) | 0% | -1 | 0% | -2% | 0% | 0% | 0% | -57% | -5% | ? | -4%
Cc1ccc(N2C(=O)NC(=O)/C(=C\c3cc(C)n(-c4cc(C(=O)O)cc(C(=O)O)c4)c3C)C2=O)cc1 | 2% | 18 | 0% | -5% | ? | 1% | 5% | 58% | -2% | -7% | /
CCOC(=O)N1CCN(CC(O)COCCC23CC4CC(CC(C4)C2)C3)CC1 (stereo not drawn) | -1% | ? | -2% | ? | -1% | -2% | -7% | -35% | -9% | ? | 0%
C=CCN1C(=O)NC(=O)/C(=C/c2cc3c4c(c2)CCCN4CCC3)C1=O | -8% | 5 | -3% | -13% | -17% | 1% | 0% | 2% | -5% | 4% | 17%
